Bioassay records: PubChem, Broad Institute
T cruzi growth = blocks T. cruzi growth in NIH3T3 culture; T. cruzi beta-gal in NIH3T3, GalScreen luminescence, 90 h; inhibition, % at 8.34 µM; actives 5.9% (n = 77,000);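 active means mean inhibition above about 93%, with at least 55% of replicates each passing it, limit read from the data, passing the limit was not always enough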
C diff HTS = blocks growth of Clostridium difficile; Clostridium difficile clinical isolate growth, OD600, 24 h; hits give low values; growth activity, negative = inhibition, % at 16 µg/mL (by protocol); actives 0.25% (n = 86,000); AID 1259249;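 active means mean growth activity at or below -80% and every replicate also at or below -80%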;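 further: 0% = DMSO wells and -100% = levofloxacin 16 µg/mL wells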
KDM4C inh = KDM4C (human) demethylase inhibition; inhibition, % at 12.5 µM; Q9H3R0; actives 0.15% (n = 96,000); GST-KDM4C 2-372, H3K9me3 peptide, LANCE TR-FRET; AID 720574;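 active means mean replicate inhibition above about 25%, with at least 55% of replicates also reaching it, limit read from the data, passing the limit was not always enough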
Target sequence (Q9H3R0 2-372 limits assumed): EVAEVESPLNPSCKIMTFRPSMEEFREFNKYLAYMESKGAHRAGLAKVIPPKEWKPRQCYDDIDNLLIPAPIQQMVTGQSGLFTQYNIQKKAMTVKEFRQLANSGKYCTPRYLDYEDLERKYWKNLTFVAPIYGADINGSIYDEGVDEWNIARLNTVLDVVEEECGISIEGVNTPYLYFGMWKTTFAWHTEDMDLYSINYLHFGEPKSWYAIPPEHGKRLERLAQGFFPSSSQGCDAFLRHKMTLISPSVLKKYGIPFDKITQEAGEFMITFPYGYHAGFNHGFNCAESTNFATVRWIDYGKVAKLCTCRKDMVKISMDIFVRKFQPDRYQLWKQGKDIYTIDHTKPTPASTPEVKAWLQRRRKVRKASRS
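Material: N-terminal GST-fused human GASC-1 (KDM4C) fragment, residues 2-372. Input: 10 nM enzyme. Incubation: enzyme reaction 30 min, then detection 60 min, both room temperature. Doses: one test concentration per compound. Read-out basis: inhibition from TR-FRET ratio decrease. Detection: LANCE TR-FRET, excitation 340 nm, emissions 618 and 671 nm.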
Pf Dd2 inh = blocks growth of Plasmodium falciparum Dd2 parasites; P. falciparum Dd2 growth, SYBR Green, 72 h; hits give low values; actives 2.3% (n = 94,000); activity change, % at 10 µM; in the data active means activity change below about -80%
Starred values were filed as active, the others as inactive; . = not tested or not shown; & = joins results of further samples.

Sample of the layout:
SMILES	T cruzi growth	C diff HTS	KDM4C inh	Pf Dd2 inh
CS(=O)(=O)N1[C@@H](C#N)[C@@H](c2ccccc2)[C@@H]1CO	49	-9	-0.8	25
CCCNC(=O)C[C@@H]1CC[C@@H]2[C@H](COC[C@@H](O)CN2C(=O)CC)O1	.	1&-2	-3.1	25
COCCNC(=O)C[C@H]1CC[C@H]2[C@@H](COC[C@H](O)CN2C(=O)c2cc(Cl)cc(Cl)c2)O1	-20	9&0	0.8	0
O=C(Nc1ccc(F)cc1)N1CC(=O)N2[C@H](CO)[C@H](c3ccc(C4=CCCC4)cc3)[C@H]2C1	.	0	0.4	-36
C[C@@H]1CN([C@@H](C)CO)C(=O)c2cc(NC(=O)Cn3cnnn3)ccc2O[C@H]1CN(C)CC1CCCCC1	19	2	0.3	53
C[C@@H]1CN([C@@H](C)CO)S(=O)(=O)c2ccc(C#CCN(C)C)cc2O[C@H]1CN(C)C(=O)c1ccccc1F	101*	-2	1.2	-37
Cc1ccc(S(=O)(=O)Nc2ccc3c(c2)C(=O)N([C@H](C)CO)C[C@H](C)[C@@H](CN(C)C(=O)CCCN(C)C)OCCCC[C@H](C)O3)cc1	-52	.	1.4	20

Main list, from the start:
SMILES	T cruzi growth	C diff HTS	KDM4C inh	Pf Dd2 inh
CS(=O)(=O)N1[C@@H](C#N)[C@@H](c2ccccc2)[C@@H]1CO	49	-9	-0.8	25
CCCNC(=O)C[C@@H]1CC[C@@H]2[C@H](COC[C@@H](O)CN2C(=O)CC)O1	.	1&-2	-3.1	25
COCCNC(=O)C[C@H]1CC[C@H]2[C@@H](COC[C@H](O)CN2C(=O)c2cc(Cl)cc(Cl)c2)O1	-20	9&0	0.8	0
O=C(Nc1ccc(F)cc1)N1CC(=O)N2[C@H](CO)[C@H](c3ccc(C4=CCCC4)cc3)[C@H]2C1	.	0	0.4	-36
C[C@@H]1CN([C@@H](C)CO)C(=O)c2cc(NC(=O)Cn3cnnn3)ccc2O[C@H]1CN(C)CC1CCCCC1	19	2	0.3	53
C[C@@H]1CN([C@@H](C)CO)S(=O)(=O)c2ccc(C#CCN(C)C)cc2O[C@H]1CN(C)C(=O)c1ccccc1F	101*	-2	1.2	-37
Cc1ccc(S(=O)(=O)Nc2ccc3c(c2)C(=O)N([C@H](C)CO)C[C@H](C)[C@@H](CN(C)C(=O)CCCN(C)C)OCCCC[C@H](C)O3)cc1	-52	.	1.4	20
C[C@@H]1CN([C@@H](C)CO)C(=O)c2cc(NC(=O)CCN3CCOCC3)ccc2O[C@H]1CN(C)Cc1ccc2c(c1)OCO2	38	1	0.1	6
C[C@@H]1CN([C@@H](C)CO)C(=O)c2cc(Br)cnc2O[C@H]1CN(C)CC1CCCC1	73	.	-0.5	26
O=C(CN1CCOCC1)N[C@H]1CC[C@@H](CCNC(=O)C2CCCCC2)O[C@@H]1CO	.	-1	1.2	12
CO[C@@H]1CN(C)C(=O)c2ccc(NC(=O)C3CCCCC3)cc2OC[C@@H](C)N(Cc2cccnc2)C[C@H]1C	50	0	3.2	-24
O=C(C[C@H]1C[C@H]2c3cc(NC(=O)c4ccc5c(c4)OCO5)ccc3O[C@H]2[C@@H](CO)O1)NCc1cccc(F)c1	38	0	-0.4	8
C[C@H](CO)N1C[C@H](C)[C@H](CN(C)C(=O)Nc2ccc3c(c2)OCO3)Oc2ccc(NC(=O)Cn3cnnn3)cc2C1=O	-102	.	1.1	-15
CCCC(=O)Nc1ccc2c(c1)OC[C@@H](C)N(Cc1ccc(F)cc1)C[C@H](C)[C@@H](OC)CN(C)C2=O	40	.	1.1	-29
C[C@H]1CN([C@@H](C)CO)C(=O)c2cc(NC(=O)C3CC3)ccc2O[C@@H]1CN(C)C	-4	2	19	8
C[C@H]1CN([C@@H](C)CO)C(=O)CCCn2cc(nn2)CO[C@@H]1CN(C)Cc1cccnc1	8	.	-0.8	-4
Cc1ccc(NC(=O)Nc2ccc3c(c2)C(=O)N(C)[C@H]2CC[C@@H](CC(=O)O)O[C@H]2CO3)cc1	27	-1	-0.3	7
C[C@@H]1CN([C@@H](C)CO)C(=O)c2cccc(NC(=O)C3CCCCC3)c2O[C@H]1CN(C)Cc1ccncc1	21	1	-2.4	-32
CC(=O)N(C)C[C@@H]1Oc2cc(C#CC3CC3)ccc2S(=O)(=O)N([C@@H](C)CO)C[C@@H]1C	5	-5	0.9	15
C[C@@H]1CN([C@@H](C)CO)C(=O)Cc2cc(N(C)C)ccc2O[C@H]1CN(C)S(=O)(=O)c1cccs1	17	.	0.5	2
CO[C@@H]1CC[C@H]2CCOc3c(C#N)cccc3C(=O)N(C)C[C@H](c3ccccc3)CC(=O)N(C)C[C@H]1O2	36	.	-0.6	13
CCCC#Cc1ccc2c(c1)O[C@H](CN(C)C(=O)Nc1ccccc1F)[C@H](C)CN([C@@H](C)CO)S2(=O)=O	.	7	-1.4	7
C[C@@H]1CCCCO[C@H](CN(C)S(=O)(=O)c2ccc(F)cc2)[C@@H](C)CN([C@@H](C)CO)C(=O)c2cc(NC(=O)Nc3ccc(C(F)(F)F)cc3)ccc2O1	86	.	-0.2	-85*
O=C(Cc1cccnc1)N1CC(=O)N2[C@H](CO)[C@H](c3ccc(C#CC4CCCC4)cc3)[C@H]2C1	.	-2	-0.1	-68
CO[C@H]1CN(C)C(=O)c2cc(NS(=O)(=O)c3ccccc3)ccc2OC[C@H](C)N(Cc2ccccn2)C[C@H]1C	30	0	-0.3	-24
(more compounds)
SMILES	T cruzi growth	C diff HTS	KDM4C inh	Pf Dd2 inh
Cc1noc(C)c1NC(=O)Nc1ccc2c(c1)C(=O)N([C@H](C)CO)C[C@H](C)[C@H](CN(C)C(=O)NC(C)C)O2	94	.	0.6	18
C[C@@H]1CCCCO[C@@H](CN(C)Cc2ccc3c(c2)OCO3)[C@H](C)CN([C@@H](C)CO)C(=O)c2cc(NS(C)(=O)=O)ccc2O1	25	2	-0.3	-5
CCCNC(=O)C[C@@H]1C[C@@H]2c3cc(NC(=O)Nc4ccc(OC)cc4)ccc3O[C@@H]2[C@@H](CO)O1	55	-4	-2.6	-9
Cc1noc(C)c1NC(=O)N(C)C[C@@H]1Oc2ccc(NS(=O)(=O)c3cn(C)cn3)cc2C(=O)N([C@@H](C)CO)C[C@@H]1C	27	.	1.0	36
C[C@H](CO)N1C[C@H](C)[C@@H](CN(C)C(=O)Cc2ccccc2)Oc2cc(-c3ccccc3)ccc2S1(=O)=O	.	-1	4.9	-16
O=C(c1cccnc1)N1C[C@H]2[C@@H](c3ccccc31)[C@@H](CO)N2CC1CCCCC1	3	5	2.1	1
COCC(=O)Nc1ccc2c(c1)C(=O)N(C)[C@@H]1CC[C@@H](CC(=O)NCc3cccc(F)c3)O[C@@H]1CO2	83	3	-1.7	5
C[C@H](CO)N1C[C@H](C)[C@@H](CN(C)Cc2ccc(Oc3ccccc3)cc2)Oc2ccc(NS(=O)(=O)c3ccc(Cl)cc3)cc2CC1=O	0	94	-0.4	-56
O=C(N[C@@H]1CC[C@@H](CCNC(=O)C2CC2)O[C@@H]1CO)c1ccccn1	.	-1	-5.7	.
C[C@@H]1CN([C@H](C)CO)S(=O)(=O)c2ccc(-c3cccc(C#N)c3)cc2O[C@@H]1CN(C)C(=O)c1ccncc1	.	-2	0.0	-26
COc1ccc2c3c(n(C)c2c1)[C@@H](CO)N(C)CC31CCN(C(=O)NC(C)C)CC1	.	3	-0.4	17
C[C@@H]1CN([C@H](C)CO)C(=O)c2c(c3ccccc3n2C)-c2ccccc2CO[C@@H]1CN(C)S(=O)(=O)CC(F)(F)F	15	-3	-1.4	2
C[C@H]1CN([C@@H](C)CO)S(=O)(=O)c2ccc(-c3ccccc3)cc2O[C@@H]1CN(C)Cc1ccccc1	80	38	0.1	-58
O=C(Nc1ccccc1)N1CCCCN2[C@@H](CO)[C@H](c3ccc(C#Cc4ccccc4)cc3)[C@@H]2C1	68	-69	-0.9	-74
COc1ccc(S(=O)(=O)Nc2ccc3c(c2)C(=O)N([C@@H](C)CO)C[C@@H](C)[C@H](CN(C)Cc2ccc(C(=O)O)cc2)O3)cc1	-10	-3	-2.2	16
Cc1noc(C)c1S(=O)(=O)Nc1ccc2c(c1)CC(=O)N([C@@H](C)CO)C[C@@H](C)[C@H](CN(C)CC1CC1)O2	11	1	-2.2	1
C[C@@H]1CCCCO[C@@H](CN(C)C)[C@H](C)CN([C@@H](C)CO)C(=O)c2cc(NC(=O)CCC(F)(F)F)ccc2O1	65	2	1.5	-6
C[C@H](CO)N1C[C@H](C)[C@H](CN(C)C(=O)Nc2ccc(C(C)(C)C)cc2)OCc2cn(nn2)CCCC1=O	3	.	0.6	-1
COc1ccc(S(=O)(=O)N(C)C[C@H]2Oc3ccc(NC(=O)Nc4ccc5c(c4)OCO5)cc3CC(=O)N([C@H](C)CO)C[C@@H]2C)cc1	24	-12	-1.6	-27
Cc1noc(C)c1NC(=O)N(C)C[C@H]1Oc2c(NC(=O)c3ccncc3)cccc2C(=O)N([C@H](C)CO)C[C@H]1C	-94	.	-1.3	46
C[C@H](CO)N1C[C@H](C)[C@H](CN(C)Cc2ccc(C(=O)Nc3ccccc3N)cc2)Oc2c(NS(C)(=O)=O)cccc2C1=O	.	0	0.5	-20
CN1CCN(C(=O)[C@@H]2[C@@H](CO)[C@@H]3Cn4c(ccc(-c5cncnc5)c4=O)[C@@H]3N2CC2CCCC2)CC1	46	-1	0.4	6
COc1ccc2c3c([nH]c2c1)[C@@H](CO)N(C(=O)Cc1ccccn1)CC31CCN(Cc2ccccn2)CC1	.	9	0.5	-19
CN(C)C(=O)c1cccc(-c2ccc([C@@H]3[C@@H](C#N)N(C(=O)C4CCCCC4)[C@H]3CO)cc2)c1	1	13	-1.2	-30
C[C@@H]1CN([C@@H](C)CO)C(=O)c2cc(-c3ccc(F)cc3)cnc2O[C@H]1CN(C)C(=O)Nc1ccccc1F	54	-4	-0.5	-9

Brought forward from above: two compounds; new compounds follow.
SMILES	T cruzi growth	C diff HTS	KDM4C inh	Pf Dd2 inh
CN(C)C(=O)c1cccc(-c2ccc([C@@H]3[C@@H](C#N)N(C(=O)C4CCCCC4)[C@H]3CO)cc2)c1	1	13	-1.2	-30
C[C@@H]1CN([C@@H](C)CO)C(=O)c2cc(-c3ccc(F)cc3)cnc2O[C@H]1CN(C)C(=O)Nc1ccccc1F	54	-4	-0.5	-9
CN1C(=O)c2cc(NC(=O)Nc3ccccc3F)ccc2OC[C@H]2O[C@@H](CC(=O)O)CC[C@@H]21	-25	0	3.0	6
N#Cc1cccc(-c2ccc([C@@H]3[C@H]4CN(C(=O)Nc5cccc(F)c5)CCCCN4[C@H]3CO)cc2)c1	93	13	-1.4	-40
O=C(NC[C@H]1[C@@H](c2ccccc2)[C@H](CO)N1CC1CCCC1)c1cccnc1	21	2	-0.6	-6
C[C@@H]1CN([C@H](C)CO)C(=O)c2cc(C3=CCCC3)cnc2O[C@H]1CN(C)Cc1ccc(F)cc1	-4	9	9.2	-40
O=C(C1CCC1)N1CC(=O)N2[C@@H](CO)[C@@H](c3ccc(C#Cc4cccc(F)c4)cc3)[C@@H]2C1	.	-12	-3.1	-18
COc1ccc(NC(=O)Nc2ccc3c(c2)CC(=O)N([C@@H](C)CO)C[C@H](C)[C@@H](CN(C)C(=O)Nc2ccc(F)cc2)O3)cc1	41	-4	0.3	-85*
COc1ccc(S(=O)(=O)N[C@@H]2C=C[C@@H](CC(=O)NCCc3ccncc3)O[C@H]2CO)cc1	-18	-3	-0.6	3
Cc1ccc(S(=O)(=O)N(C)C[C@@H]2Oc3c(NC(=O)c4ccncc4)cccc3C(=O)N([C@@H](C)CO)C[C@@H]2C)cc1	7	-4	0.3	14
CO[C@H]1CN(C)C(=O)c2cc(NC(C)=O)ccc2OC[C@H](C)N(CC2CCCCC2)C[C@@H]1C	-17	0	-0.3	2
CC(C)(C)S(=O)N1Cc2cc(C(=O)NCCCN3CCOCC3)nc(-c3cccc(-c4cccc(F)c4)c3)c2[C@H]1CCO (stereo partly specified)	62	.	-1.1	-22
O=C(C[C@@H]1C[C@H]2c3cc(NC(=O)Nc4ccccc4F)ccc3O[C@H]2[C@@H](CO)O1)NCc1ccccn1	.	-2	0.7	-1
C[C@H](CO)N1C[C@H](C)[C@H](CN(C)Cc2ccc(C(F)(F)F)cc2)Oc2ccc(NC(=O)Cc3ccccc3)cc2CC1=O	85	-3	0.1	3
CCC(=O)NC[C@@H]1[C@H](c2ccccc2)[C@@H](CO)N1C(=O)C1CCC1	-4	2	3.0	12
CO[C@H]1CN(C)C(=O)c2cc(NS(=O)(=O)c3cccc(Cl)c3)ccc2OC[C@@H](C)NC[C@H]1C	-21	.	0.7	-24
